Source: PubChem BioAssay
ERK EGF block = qHTS Assay for Inhibitors of the ERK Signaling Pathway using a Homogeneous Screening Assay; Stimulation with EGF; HEK293-V1b, EGF-stimulated phospho-ERK AlphaScreen; Potency, µM (highest dose often 11.5 µM), for the others: at the top dose activity change, negative = inhibition, most hits filed as inhibitors; hit rate 0.41% among 130,000; active means well fitted inhibition curve with a large enough effect; inconclusive means small, poorly fitted or top-dose-only effect, or effect the other way;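 further: plate controls were stimulated vehicle wells for no effect and unstimulated vehicle basal for full effect; nearly all actives have a fitted effect of over 55% in size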
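In this qHTS, HEK293 cells with stable type-1 vasopressin (V1b) receptor were exposed to compound at 37C for 30 min, stimulated 5 min with EGF at 25 nM, lysed, and probed for phospho-ERK by AlphaScreen.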
* marks the source's active call; other numbers are inactive results; & = joins results of further samples; [ ] = dose if it differs, or a comment. Potency means the concentration at half of the fitted maximal effect.

Screening C/C(CCC1CC(C)(C)OC1=O)=N\NC(N)=S (stereo unspecified) returned ERK EGF block -16.8%[57.5 µM].
`CCONC(=NC)c1nonc1N` gave ERK EGF block 5.6%.
For CCOC(=O)CCn1cc(F)c(=O)[nH]c1=O the results were ERK EGF block 3.3%.
Screening N#Cc1ccc(CO/N=C/c2ccccc2)cc1 returned ERK EGF block 9.5%.
O=[N+]([O-])c1cccc2c(N3CCCC3)ccnc12 was read as ERK EGF block -2.0%.
For COc1ccccc1CN1C[C@@H]2C[C@@H](c3cccc(C)n3)N3CCC[C@@]23C1=O the results were ERK EGF block -10.3%.
`COc1ccc(/C=C(/CC(=O)NCc2ccc(Cl)cc2)c2nc3ccccc3s2)cc1` gave ERK EGF block 1.2%.
For Cc1ccccc1OCc1nc2c3c(ncn2n1)-c1ccccc1CC31CCCC1 the results were ERK EGF block -4.2%.
CNCc1ccccc1 was read as ERK EGF block 7.6%.
`O=C(NCCc1ccccc1)C1CCC(Cn2c(=O)c3ccccc3n(Cc3cccnc3)c2=O)CC1` (stereo unspecified) gave ERK EGF block 3.2%.
COc1ccc(/C=N/NC(=O)CN(C)S(=O)(=O)c2ccc(NC(C)=O)cc2)cc1 was read as ERK EGF block -5.6%.
`CN1C(=O)C(c2nnc(Nc3cccc4ccccc34)s2)C2CC1(C)Oc1ccccc12` (stereo unspecified) gave ERK EGF block 5.8%.
For CCc1nnc(NC(=O)c2ccc(S(=O)(=O)N(CC)CC)cc2)s1 the results were ERK EGF block 11.5%.
For CCOc1ccccc1NC(=O)C(OC(=O)c1ccccc1)c1ccccc1 (stereo unspecified) the results were ERK EGF block -4.9%.
Screening COC(=O)[C@@]1(Cc2ccc(F)cc2)[C@H]2c3cc(C(=O)N4CCCC4)n(Cc4ccc(S(C)(=O)=O)cc4)c3C[C@H]2CN1C(=O)c1ccccc1 returned ERK EGF block 8.3%.
`Cc1ccc(-c2csc(NNC(=O)c3ccccc3)n2)cc1` gave ERK EGF block inconclusive.
Screening COc1ccc2c(c1)c(C(C)=O)c(C)n2C returned ERK EGF block 3.0%[57.5 µM].
For CC(C)c1cc(-c2cc(-c3ccc(Cl)cc3)on2)nc(NCC2CC2)n1 the results were ERK EGF block 6.6%[57.5 µM].
For COc1cccc(=O)c2c(C)n(-c3ccc(C(=O)O)cc3)c(C)c12 the results were ERK EGF block 10.4%.
`COc1ccccc1-n1c(SCC(=O)NC2CCS(=O)(=O)C2)nc2cc([N+](=O)[O-])ccc21` (stereo unspecified) gave ERK EGF block 10.8%.
Screening COc1ccc(/C(N)=N/OC(=O)c2ccc(OC)c([N+](=O)[O-])c2)cc1OC returned ERK EGF block -3.0%.
Screening N#Cc1ccc(NC(=O)COC(=O)CSc2nnc(-c3ccc(Cl)cc3)o2)cc1 returned ERK EGF block 7.2%.
For COc1ccc(-n2cc(-c3ccccc3)c3c(NCCCN4CCOCC4)ncnc32)cc1 the results were ERK EGF block -2.2%.
O=C(Nc1ncc(Cc2ccccc2)s1)C1CCCO1 (stereo unspecified) was read as ERK EGF block -2.3%.
Screening COC(=O)COc1ccc(C)cc1-n1nc2ccccc2n1 returned ERK EGF block -13.2%.
`O=C(CN1C(=O)NC2NC(=O)NC21)N/N=C/c1ccccc1O` (stereo unspecified) gave ERK EGF block 5.4%.
Screening Cc1ccc(N(C(=O)c2csnn2)C(C(=O)NC(C)(C)C)c2cccnc2)cc1C (stereo unspecified) returned ERK EGF block 5.0%.
For Cc1ccc(CNC(=O)CSc2ccc(-c3cccs3)nn2)cc1 the results were ERK EGF block 5.3%.
O=C(Cn1ncc2c(=O)oc3ccccc3c21)N1CCc2ccccc2C1 was read as ERK EGF block 14.0%.
For CC1(/[N+]([O-])=C/c2ccc(F)cc2)CCCCC1=O (stereo unspecified) the results were ERK EGF block -1.7%[57.5 µM].
Screening CCOCCOc1nc2c(c(=O)n(C)c(=O)n2C)n1Cc1ccc(C)cc1 returned ERK EGF block inconclusive.
CCN(CC)CCCNC(=O)CSc1nc(C)cc(C)n1 was read as ERK EGF block 4.8%.
Screening COc1cccc(CN2CCNC(=O)C2CC(=O)NCCc2ccccn2)c1 (stereo unspecified) returned ERK EGF block 6.7%.
For CNc1nc(C)nc(N/N=C/c2ccccc2)n1 the results were ERK EGF block 7.4%.
Screening CN1CCC(OC(=O)c2ccccc2Cl)CC1 returned ERK EGF block -4.4%.
`CCOC(=O)c1c(CC(C)C)csc1N` gave ERK EGF block inconclusive.
Screening CC1=CN2C(=N)/C(=C/c3ccc(C)o3)C(=O)N=C2S1 returned ERK EGF block -2.8%.
For COc1ccc(C/C(C)=N/NC(=O)c2ccncc2)cc1 the results were ERK EGF block -2.6%.
For CCCCOC(=O)Nc1ccc(S(=O)(=O)Nc2nccs2)cc1 the results were ERK EGF block 3.4%[57.5 µM].
`CN(C)c1ccc2nsnc2c1[N+](=O)[O-]` gave ERK EGF block -6.4%[57.5 µM].
C[C@H]1C=C(C(=O)NCc2nc3ccccc3[nH]2)O[C@@H](OCc2ccc(CO)cc2)C1 was read as ERK EGF block 5.0%[57.5 µM].
Screening CN(C)c1ccc(/C=N/NC(=O)c2cc(=O)[nH]c3ccccc23)cc1 returned ERK EGF block -2.1%[57.5 µM].
O=C(CSc1nc(C2CC2)nc2ccccc12)Nc1ccccc1N1CCOCC1 was read as ERK EGF block 1.6%.
COc1ccc(S(=O)(=O)NCC2CCCN(C(=O)C=C(C)C)C2)cc1 (stereo unspecified) was read as ERK EGF block -7.2%.
Cc1ccc(OCCSc2nc(N)cc(N)n2)cc1 was read as ERK EGF block -4.2%.

Of the compounds above, these contain an aryl thioether with sulfur outside any ring:
`COc1ccccc1-n1c(SCC(=O)NC2CCS(=O)(=O)C2)nc2cc([N+](=O)[O-])ccc21` (stereo unspecified) gave ERK EGF block 10.8%.
Screening N#Cc1ccc(NC(=O)COC(=O)CSc2nnc(-c3ccc(Cl)cc3)o2)cc1 returned ERK EGF block 7.2%.
For Cc1ccc(CNC(=O)CSc2ccc(-c3cccs3)nn2)cc1 the results were ERK EGF block 5.3%.
CCN(CC)CCCNC(=O)CSc1nc(C)cc(C)n1 was read as ERK EGF block 4.8%.
O=C(CSc1nc(C2CC2)nc2ccccc12)Nc1ccccc1N1CCOCC1 was read as ERK EGF block 1.6%.
Cc1ccc(OCCSc2nc(N)cc(N)n2)cc1 was read as ERK EGF block -4.2%.

Remaining list, next part
`COCCNC(=O)c1onc(CSc2ccncc2)c1C(=O)NCCOC` gave ERK EGF block 18.5%[57.5 µM].
Screening Cc1ccc2oc(=O)c3cnn(CC(=O)N(CCCN4CCOCC4)Cc4ccco4)c3c2c1 returned ERK EGF block inconclusive.
Nc1c(Cl)ncnc1N/N=C/c1ccncc1 was read as ERK EGF block -4.4%[57.5 µM].
Screening Cc1ccccc1C(=O)NC(C(=O)Nc1nc2c(s1)CCCC2)C(C)C (stereo unspecified) returned ERK EGF block 5.0%.
`O=C(N1CCN(c2ccccn2)CC1)C(Cl)(Cl)Cl` gave ERK EGF block 3.9%.
Screening COC(=O)c1ccc(N2CCCCC2)c(N)c1 returned ERK EGF block -11.5%.
For CCOc1ccc2cc(C(=O)c3ccccc3)c(=O)oc2c1 the results were ERK EGF block 11.4%.
For COc1ccc2ccccc2c1/C=N/NC(=S)NCCN1CCOCC1 the results were ERK EGF block 10.6%.
For O/C(=C\c1ccc2ccccc2n1)c1ccc(O)cc1O the results were ERK EGF block -0.2%.
Screening O=c1c(-c2nn[nH]n2)coc2ccc(Cl)cc12 returned ERK EGF block -12.2%.
CNC(=O)NC(=O)COc1c(F)c(F)cc(F)c1F was read as ERK EGF block -4.1%.
`C=Cc1c(C)c2cc3nc(cc4[nH]c(cc5nc(cc1[nH]2)C(C)=C5CCC(=O)O)c(CCC(=O)OC)c4C)[C@@]1(C)C3=CC=C(C(=O)OC)[C@H]1C(=O)OC` (tested in a mixture with another compound) gave ERK EGF block inconclusive.
For CCn1c(SCC(=O)Nc2c(C#N)cnn2-c2ccccc2)nnc1-c1cccs1 the results were ERK EGF block -0.2%[57.5 µM].
`Cc1cccc(N2CCN(C(=O)CCS(=O)(=O)c3ccc(Br)cc3)CC2C)c1` (stereo unspecified) gave ERK EGF block -6.9%.
Screening N#CC1(NC(=O)CN2CCN(S(=O)(=O)c3ccccc3F)CC2)CCCC1 returned ERK EGF block -4.4%[57.5 µM].

Ordered by SMILES length (smallest number first): some entries from above.
Screening N#Cc1ccc(CO/N=C/c2ccccc2)cc1 returned ERK EGF block 9.5%.
For CNc1nc(C)nc(N/N=C/c2ccccc2)n1 the results were ERK EGF block 7.4%.
`Cc1ccc(-c2csc(NNC(=O)c3ccccc3)n2)cc1` gave ERK EGF block inconclusive.

Next part:
For CCC(NS(=O)(=O)c1cnn(CC)c1)c1ccccc1 (stereo unspecified) the results were ERK EGF block 2.0%.
For COc1ccc(Cc2c(C)nc(N)nc2Cl)cc1 the results were ERK EGF block 3.3%.
Screening Cc1ccc(-c2cc(-c3ccco3)c(C#N)c(=O)[nH]2)cc1 returned ERK EGF block -3.3%[57.5 µM].
O=S1(=O)N=C(Oc2cccc3ccccc23)c2ccccc21 was read as ERK EGF block 17.4%.
CC(C)c1ccc(NC(=O)CNCC(c2ccccc2)N(C)C)cc1 (stereo unspecified) was read as ERK EGF block 7.3%[57.5 µM].
Cc1noc(/C=C/c2nn(C)cc2Cl)c1[N+](=O)[O-] was read as ERK EGF block -3.9%[57.5 µM].
Screening CCCN(CCC)C(=O)Cn1c(=O)c2sccc2n2c(=S)sc(-c3ccccc3)c12 returned ERK EGF block -1.0%[57.5 µM].
Screening Cc1c(Cl)cccc1NC(=O)N1CCCN(c2nc(-c3ccccc3)ns2)CC1 returned ERK EGF block 3.1%[57.5 µM].
For CCCCCC(C)NC(=O)c1ccoc1C (stereo unspecified) the results were ERK EGF block -2.9%.
Screening Cc1cc(C)c2c(CC(=O)NN(C)C)coc2c1 returned ERK EGF block -18.1%.
Screening NC(=O)[C@@H]1CCCNc2c(I)cc([N+](=O)[O-])cc2C(=O)N[C@@H](CO)C(=O)N[C@@H](Cc2ccc(O)cc2)C(=O)N1 returned ERK EGF block -1.8%.
Screening CCOC(=O)c1c(NC(=O)CSc2ccccc2C(=O)O)sc(C)c1C returned ERK EGF block -6.7%.
`COc1ccc(-n2cnc3cc(C(=O)NC4CCCC4)ccc32)cc1` gave ERK EGF block -0.6%[57.5 µM].
For Cc1ccsc1C(=O)N1CCCC(CCC(=O)NCc2ccc(F)c(F)c2)C1 (stereo unspecified) the results were ERK EGF block -23.1%.
For COc1cccc(CNC(=O)c2n[nH]c3ccccc23)c1 the results were ERK EGF block -3.7%.
`C1CCN2C[C@H]3C[C@H](CN4CCCCC34)C2C1` (stereo partly specified) gave ERK EGF block 4.7%&1.9%.
For CCc1nnc(NS(=O)(=O)c2ccc(NC(=S)NC(=O)/C=C/c3ccccc3)cc2)s1 the results were ERK EGF block 0.1%.
COC(=O)c1cccc(-c2ccc(C(c3c(C)[nH][nH]c3=O)c3c(C)[nH][nH]c3=O)o2)c1 was read as ERK EGF block 10.8%.
For O=C1C(Cc2cccc([N+](=O)[O-])c2)S/C(=N/N=C/c2ccco2)N1c1ccccc1 (stereo unspecified) the results were ERK EGF block -0.1%.
For Cc1cccc(Nc2nnc(SC/C(O)=C(\C#N)c3nc4ccccc4[nH]3)s2)c1C the results were ERK EGF block 9.8%.
Screening CCCCn1c(O)c(N=NC(=O)c2ccncc2)c2cc(Br)ccc21 returned ERK EGF block -3.2%.
CCOc1ccc(CCNC(=O)c2[nH]c(C)c(C(C)=O)c2C)cc1OCC was read as ERK EGF block 2.2%[57.5 µM].
`CCCN(Cc1cc2ccccc2[nH]c1=O)C(=O)c1cccc([N+](=O)[O-])c1` gave ERK EGF block -1.8%[57.5 µM].
CC1(C)CC(=NNC(=O)c2n[nH]c3c2CCC3)CC(C)(C)N1 was read as ERK EGF block 7.7%.
Cc1ccc(C(=O)NCC(=O)OCC(=O)Nc2ccccc2C#N)s1 was read as ERK EGF block 1.7%.
COC(=O)Nc1ccc(OCC(=O)N2CCOCC2)cc1 was read as ERK EGF block 4.1%.
COc1cccc(CN(Cc2ccccc2F)S(=O)(=O)c2ccc(S(=O)(=O)NCc3ccccc3)cc2)c1 was read as ERK EGF block -2.9%.
O=C(N/N=C\c1ccc(O)c([N+](=O)[O-])c1)C1COc2ccccc2O1 (stereo unspecified) was read as ERK EGF block -6.6%[57.5 µM].
For C[C@@H](NCc1cc(Br)cc2[nH]c(=O)c(=O)[nH]c12)P(=O)(O)O the results were ERK EGF block 4.3%.
For CCS(=O)(=O)N1Cc2ccccc2CC1C(=O)Nc1ccccc1OC (stereo unspecified) the results were ERK EGF block -3.6%[57.5 µM].
Screening O=C(NCc1ccc(Cl)cc1)c1ccc2nc[nH]c2c1 returned ERK EGF block -4.1%.
`COc1ccccc1NC(=O)/C(=C/c1cccc([N+](=O)[O-])c1)c1ccccc1` gave ERK EGF block 2.1%.
CCN1CCN(CCOc2cccc(Cl)c2Cl)CC1 was read as ERK EGF block 7.2%.
Screening COc1ccc(CCNC(=O)c2csc3c2CCCC3)cc1OC returned ERK EGF block 8.3%.
Screening COc1ccc(-c2cc(C3CCN(Cc4ccc([N+](=O)[O-])cc4)CC3)[nH]n2)cc1 returned ERK EGF block 6.6%.
`CSc1nc2cc(Oc3cccc(Cl)c3Cl)c(Cl)cc2[nH]1` gave ERK EGF block 8.0%[57.5 µM].
O=C(CCc1nnc(CCCCc2ccccc2)o1)N1CCC(N2CCCC2)CC1 was read as ERK EGF block 1.9%.
`COc1ccc(S(=O)(=O)NCCc2nnc3ccc(SCc4cccnc4)nn23)cc1` gave ERK EGF block -14.8%.
Screening CCS(=O)(=O)c1ccc2oc(Nc3ccccc3Br)nc2c1 returned ERK EGF block -14.2%[57.5 µM].

This is a subset, so the mix of outcomes need not match the whole.
